# EWS-Fli inh = EWS/Fli-driven NR0B1 reporter inhibitors, primary screen, A673 cells, NR0B1 luciferase, luminescence, MLPCN library; viability-normalised; 0.67% of 350,000 active; inhibition, % at 12.6 µM;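 active = mean inhibition of at least 50% after viability correction, with every replicate also passing that limit; inconclusive = mean reaches 50% but only one of two replicates passes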;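 also: firefly luciferase signal divided by Alamar Blue viability fluorescence both relative to DMSO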
# SIRT5 inh = SIRT5 desuccinylase inhibitors, primary screen, biochemical, fluorescence imaging, single point, set 5; NAD-dependent protein deacylase sirtuin-5, mitochondrial (Homo sapiens), Q9NXA8; Purified SirT5, succinyl-peptide AMC, trypsin-coupled fluorescence; inhibition, % at 15 µM; 1.1% of 330,000 active; AID 652115, 2013; in the data active = inhibition above about 15%; inconclusive = no clear call, values can overlap the other calls
# Target sequence (Q9NXA8 whole entry, looked up): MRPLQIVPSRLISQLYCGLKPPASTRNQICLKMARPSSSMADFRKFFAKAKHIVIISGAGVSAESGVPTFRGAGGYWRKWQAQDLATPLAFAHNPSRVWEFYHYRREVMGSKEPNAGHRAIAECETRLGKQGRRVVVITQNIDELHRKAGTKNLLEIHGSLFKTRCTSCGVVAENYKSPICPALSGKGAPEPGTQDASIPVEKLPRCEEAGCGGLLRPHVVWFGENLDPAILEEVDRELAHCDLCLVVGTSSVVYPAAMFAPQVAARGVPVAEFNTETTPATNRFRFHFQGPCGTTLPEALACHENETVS
# DENV2 CPE rescue = inhibitors of DENV2 cytopathic effect, primary screen, cell-based, plate reader, single concentration. DENV2-infected cells, cytopathic effect rescue. CPE inhibition, % at 9.99 µM. 1.7% of 350,000 active. AID 651640, 2012; in the data active = CPE inhibition above about 20%, passing the limit was not always enough; inconclusive = no clear call, values can overlap the other calls; tested in BHK-21 cells;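 also: 0% = median of neutral control wells and 100% = median of positive control wells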
# ARNT TACC3 PPI = disruptors of ARNT/TACC3 protein interaction, primary screen, biochemical, AlphaScreen, single concentration; AlphaScreen His-ARNT PAS-B/GST-TACC3 binding, luminescence; TACC3 fragment carries E629A point mutation; inhibition, % at 9.99 µM; 0.66% of 390,000 active;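 active = mean inhibition of replicates at least 50% and at least half of replicates each reaching 50%; inconclusive = half or more replicates reach 50% but mean below 50%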;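 also: 0% = complete ARNT plus TACC3 wells and 100% = ARNT alone without TACC3; many hits fall short of the cut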
# PAX8 inh HTS = inhibitors of PAX8-driven TPO luciferase reporter, primary screen, RMG-I cells, single concentration; SteadyGlo, 24 h; inhibition, % at 12.6 µM; 1.2% of 360,000 active;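 active = mean replicate inhibition at least 60% with every replicate also reaching 60%; inconclusive = only one of the two criteria is met; inactive = mean below 60% and not all replicates reaching 60%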;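 also: luciferase light reporting Pax8 driven TPO promoter activity; plate controls were median of neutral control wells for no effect and mitoxantrone controls for full effect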
# LGR2 antag = inhibitors of bursicon-induced LGR2 CRE-luciferase signal, primary screen, cell-based, HEK293, CRE-luciferase reporter, bursicon stimulation | Drosophila bursicon receptor LGR2 (rickets) | 0.35% of 380,000 active | bursicon-stimulated, 4 h | inhibition, % at 9.99 µM;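 active = drop in luminescence signal, shown as inhibition above about 50% in the replicate tests, limit read from the data, passing the limit was not always enough; inconclusive = probably only some replicates passing the limit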;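 also: agonist challenge used bursicon conditioned medium at about half maximal strength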
# CASP6 VEID inh = human caspase-6 inhibitors, primary screen, biochemical, VEID-R110 fluorescence, single point, set 2; purified caspase-6, Z-VEID-R110 cleavage fluorescence; inhibition, % at 12.5 µM; 0.53% of 350,000 active; AID 686996, 2013;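 active = mean inhibition across replicates at least about 35%, with every replicate also reaching that limit, limit read from the data; inconclusive = only one of the two criteria met; inactive = neither criterion met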;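 also: 0% = median of neutral control wells and 100% = no fluorescence left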
# Target sequence (P55212 24-179 limits assumed): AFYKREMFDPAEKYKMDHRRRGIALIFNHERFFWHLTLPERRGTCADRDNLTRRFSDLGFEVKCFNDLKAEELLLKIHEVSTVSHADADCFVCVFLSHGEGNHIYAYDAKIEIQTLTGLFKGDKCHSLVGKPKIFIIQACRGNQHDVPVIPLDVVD
# Target sequence (P55212 194-293 limits assumed): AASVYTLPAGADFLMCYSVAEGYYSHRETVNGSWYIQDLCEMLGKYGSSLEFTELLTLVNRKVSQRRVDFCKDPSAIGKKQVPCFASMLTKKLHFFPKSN
# Active calls of the source: *; ? = inconclusive; · = no result given; & = joins results of further samples.
SMILES,EWS-Fli inh,SIRT5 inh,DENV2 CPE rescue,ARNT TACC3 PPI,PAX8 inh HTS,LGR2 antag,CASP6 VEID inh
C[C@@H]1CN([C@H](C)CO)C(=O)c2cc(NC(=O)CCC(F)(F)F)ccc2O[C@@H]1CN(C)Cc1ccncc1,3,-13,-4,4,-10,7,0
C[C@@H]1CN([C@H](C)CO)C(=O)CCCn2nncc2CO[C@H]1CN(C)S(=O)(=O)c1cccc(F)c1,-4&5,3,-3&-3,1,-7&-2,4,-7&2
O=C(COc1ccccc1F)NNC(=O)Cc1ccc(S(=O)(=O)N2CCOCC2)s1,2,-1,4,-8,1,6,0
CC(=O)OCCOc1nc(NC(C)C)nc(NC(C)C)n1,·,·,·,-7,12,-10,·
COc1ccc(NC(=O)c2sc3nc(C)nc(N4CCN(c5ccccn5)CC4)c3c2C)c(OC)c1,-14,-6,?,-2,-4,-11,·
CCOC(=O)[C@@H]1[C@H]2COc3ccc(Br)cc3[C@@H]2N2C(=O)N(c3cccc(Cl)c3)C(=O)[C@]12C,-6,·,-4,-5,13,5,5
O=C(/C=C/c1ccccc1)Nc1cccc(C(=O)N2CCCCC2)c1,-44,-5,-7,13,-62,-21,3
Cc1nn2c(=O)cc(COC(=O)c3c(F)cccc3Cl)nc2s1,-88,0,-4,·,-192,-45,-2
CN1CCCN(C(=O)/C=C/c2ccc(Cl)cc2Cl)CC1,-14,·,-19,0,-19,·,-66
O=C(NCC[C@@H]1CC[C@@H](NS(=O)(=O)c2ccc(F)cc2)[C@@H](CO)O1)Nc1ccc(Cl)cc1,-29,-1,-6,-2,-22,-11,-3
CCOC(=O)N/N=C\c1sccc1C,-2,-9,·,-1,-4,-10,2
COc1ccc(S(=O)(=O)Nc2cccc3c2O[C@H](CN(C)S(=O)(=O)c2cn(C)cn2)[C@@H](C)CN([C@H](C)CO)C3=O)cc1,-6&-8,1,-4&2,-3&-1,-16,3&-5,-1&-2
O=C1N[C@@H](Cc2ccccc2)COCc2cn(nn2)CC[C@H]1Cc1ccccc1,-3,-4,16,·,1,12,0
C[C@@H]1CN([C@H](C)CO)S(=O)(=O)c2ccc(Br)cc2O[C@@H]1CN(C)C(=O)c1cnccn1,-1,-5,9,2,·,0,-3
O=C(C[C@@H]1CC[C@H]2[C@@H](COC[C@@H](O)CN2C(=O)c2cccnc2)O1)NC1Cc2ccccc2C1,-8,1,3,-3,-20,13,3
CC1CCCN(C(=O)CSc2nnc(-c3ccncc3)n2C)C1 (stereo unspecified),-14,-1,4,0,-12,5,4
Cc1ccccc1OCCOC(=O)c1cc(S(=O)(=O)N2CCOCC2)ccc1C,-9,-5,72*,·,-8,3,4
c1ccc(CSc2ccc(-c3ccccn3)nn2)nc1,-64,-1,3,64*,-77,-12,-1
CCS(=O)(=O)Nc1ccc2c(c1)C(=O)N(C)C[C@@H](OC)[C@H](C)CN(CCC(F)(F)F)[C@H](C)CO2,-3,1,7,-2,·,-2,3
O=[N+]([O-])c1ccccc1Oc1ccc(C(F)(F)F)cn1,3,-4,-9,·,-7,2,-2
CN(CC(=O)Nc1ccccc1Cl)C(=O)c1ccc(COc2ccccc2)cc1,-17,-4,1,0,-9,-8,0
N#Cc1cc2c(nc1Cl)CCC2,6,2,-8,-4,4,13,-1
CCn1cc(C(=O)N2CCCCC2)c(=O)c2cc(S(=O)(=O)N3CCC(C)CC3)ccc21,·,-2,·,-6,·,7,2
CC(=O)CC(C)(C)Nc1nc2cc([N+](=O)[O-])ccc2o1,-8,-4,1,9,0,-15,1
CCOC(=O)c1c(NC(=O)COC(=O)c2ccccn2)sc2c1CCC2,-12,0,8,-3,-2,9,-3

# Some of these compounds in order of molecular weight, largest number first:
SMILES,EWS-Fli inh,SIRT5 inh,DENV2 CPE rescue,ARNT TACC3 PPI,PAX8 inh HTS,LGR2 antag,CASP6 VEID inh
O=C1N[C@@H](Cc2ccccc2)COCc2cn(nn2)CC[C@H]1Cc1ccccc1,-3,-4,16,·,1,12,0
O=C(/C=C/c1ccccc1)Nc1cccc(C(=O)N2CCCCC2)c1,-44,-5,-7,13,-62,-21,3
CC1CCCN(C(=O)CSc2nnc(-c3ccncc3)n2C)C1 (stereo unspecified),-14,-1,4,0,-12,5,4
CC(=O)OCCOc1nc(NC(C)C)nc(NC(C)C)n1,·,·,·,-7,12,-10,·
c1ccc(CSc2ccc(-c3ccccn3)nn2)nc1,-64,-1,3,64*,-77,-12,-1
N#Cc1cc2c(nc1Cl)CCC2,6,2,-8,-4,4,13,-1

# Additional results.
SMILES,EWS-Fli inh,SIRT5 inh,DENV2 CPE rescue,ARNT TACC3 PPI,PAX8 inh HTS,LGR2 antag,CASP6 VEID inh
CCCCCCCCN=C1NC(=O)CS1,1,2,0,8,·,7,0
CCCN1C(=S)SC(C)(C)C1/[N+]([O-])=C/c1ccc(S(=O)(=O)NC)cc1 (stereo unspecified),1,-2,-8,-8,2,-8,1
Cn1cnc([N+](=O)[O-])c1SCC(O)CCl (stereo unspecified),2,-2,-2,13,4,-15,-17
O=C(NCC[C@H]1CC[C@H](NC(=O)C2CC2)[C@@H](CO)O1)Nc1ccc(C(F)(F)F)cc1,-8,-5,-4,3,0,20,-1
O=C(O)C1Cn2c(nc3c(c2=O)C2(CCCC2)Cc2ccccc2-3)S1 (stereo unspecified),1,2,-5,-10,9,-14,2
O=C1COc2ccc(-c3n[nH]c(=O)c4ccccc34)cc2N1,24,0,4,-3,-13,10,0
CCNC(=S)NNC(=O)c1cc(-c2cc(C)ccc2C)nc2ccccc12,14,-4,1,10,·,-1,5
COc1ccc(-c2cc(C(F)(F)F)nc(S(=O)(=O)CCCC(=O)Nc3cccc(O)c3)n2)cc1OC,-7,·,-3,·,63*,?,16
CC1CCCC(C)N1C(=O)COC(=O)c1cc([N+](=O)[O-])ccc1N1CCOCC1 (stereo unspecified),-2,1,?,-3,9,2,0
O=C1NC(=S)S/C1=C\c1cc(Cl)cc(Cl)c1O,8,11,-3,12,0,0,31
O=c1[nH]c(=S)[nH]cc1Oc1ccc(Cl)cc1,1,-1,-5,0,-25,-22,1
O=C(O)CCCNS(=O)(=O)c1ccc(Br)s1,9,-1,4,-7,·,-8,1
CCN(CC)S(=O)(=O)c1ccc2c(c1)nc(CCC(=O)O)n2C,0,0,1,5,2,2,-3
Cn1c(N)c(N2CCCCC2)c(=O)n(CC(=O)Nc2cccc(C#N)c2)c1=O,-2,·,-2,0,-2,-3,0
CC1(C(=O)NS(=O)(=O)c2cccs2)CCN1C(=O)c1ccccc1 (stereo unspecified),-7,2,-4,·,-20,-15,-5
Fc1ccc(CNC(=S)Nc2cccc(C(F)(F)F)c2)cc1,·,·,·,-8,-17,1,·
CCCCN(CCCC)CCNC(=O)c1ccc2nc(-c3ccccc3NC(C)=O)c(=O)[nH]c2c1,2,0,7,-4,2,16,-2
COc1cccc2nc3cc(C)c(C)cc3nc12,-5,-2,5,4,-33,17,26
O=C(c1ccc(-c2cccc(C(F)(F)F)c2)o1)N1CCCC(C(F)(F)F)C1 (stereo unspecified),-6,3,-11,2,-13,-12,-158
O=c1c(-c2ccco2)[n+]([O-])c2ccccc2n1OCc1c(F)cccc1F,4,4,1,·,33,-3,3
CC(C)COc1ccc(C(=O)NC(Cc2c[nH]c3ccccc23)C(=O)NN)cc1 (stereo unspecified),6,0,?,0,-63,18,2
O=C(CN1CCN(c2ccccc2O)CC1)NC(=O)NC1CCCC1,9,-2,4,-3,8,-1,1
O=C(CSc1ccc2nnc(CCNC(=O)c3ccccc3)n2n1)NCc1ccc(F)cc1,-2,-4,11,-5,-8,4,2
O=C(CC1Sc2ccccc2NC1=O)NNc1cccc(Cl)c1Cl (stereo unspecified),10,-3,-6,-6,28,1,-1
CN1CCCCC(NC(=O)c2cccc([N+](=O)[O-])c2)C1=O (stereo unspecified),-4,·,4,·,-9,-3,7

# (cont.)
SMILES,EWS-Fli inh,SIRT5 inh,DENV2 CPE rescue,ARNT TACC3 PPI,PAX8 inh HTS,LGR2 antag,CASP6 VEID inh
C[C@H](NC(=O)Cc1cccc2ccccc12)C(=O)NCc1ccccc1,6,-5,1,-9,15,24,-4
C/C=C/c1ccc([C@H]2[C@@H](CO)N3CCCCN(C)C[C@H]23)cc1,1,-4,54*,6,4,2,2
CC(C)Oc1cccc(C(=O)C2CCCN(C(=O)c3cc(C(F)(F)F)[nH]n3)C2)c1 (stereo unspecified),-2,-4,2,-1,13,9,2
O=C(Nc1ccccc1Cl)NC1CCCCCCC1,-44,-1,1,-10,-131,-46,-1
CC(Oc1ccc2c3c(c(=O)oc2c1)CCCC3)C(=O)NCC(O)c1ccccc1 (stereo unspecified),4,-3,-4,-3,-1,6,2
CCOC(=O)c1sc2nccc(OC)c2c1N=CNOC,7,-1,-4,10,-21,-2,-6
O=C(NC1CCC1)[C@@H]1[C@@H](CO)[C@@H]2Cn3c(ccc(-c4cncnc4)c3=O)[C@H]1N2CCc1ccccc1,4,0,-10,-6,15,-7,4
COc1cccc(C(=O)Nc2c(C(N)=O)oc3ccccc23)c1,-18,0,-1,-4,25,-13,0
COCCNC(=O)C(c1ccc(F)cc1)N(Cc1ccccc1)C(=O)CCC(=O)Nc1ccccn1 (stereo unspecified),-3,-1,1,0,3,6,-3
CCC1(c2ccccc2)NC(=O)N(CC(=O)NCc2ccc(C)cc2)C1=O (stereo unspecified),4,-1,-1,-4,17,-23,-1
CC1CCC2(CC1)NC(=O)N(CC(=O)Nc1ccc(N3CCOCC3)cc1)C2=O (stereo unspecified),1,-5,-5,7,-24,10,-13
Cc1ccccc1Nc1nc(N)nc(COc2ccc(C#N)cc2)n1,31,4,5,13,-4,-5,-3
C[C@@H]1CN([C@@H](C)CO)S(=O)(=O)c2ccc(-c3ccc(C#N)cc3)cc2O[C@@H]1CN(C)C(=O)C1CC1,-1,-4,0,-6,·,-15,-5
COc1ccccc1C(=O)NCC(=O)OC(C)C(=O)N1CCOCC1 (stereo unspecified),0,1,2,20,-11,-23,-1
COc1ccc(NC(=O)CSc2ccc3nnc(CCNC(=O)c4ccccc4)n3n2)cc1,·,6,-5,-5,8,8,4
Cc1ccc(S(=O)(=O)N2CCCCC2)cc1NC(=O)Cn1cc(C(F)(F)F)ccc1=O,16,-2,18,3,0,-12,2
O=C(Nc1ccc(Cl)cc1)C1C2CCCCC21 (stereo unspecified),-132,·,-2,-3,-208,-40,-1
COc1ccc(C(C)C)cc1S(=O)(=O)N1CC(C)OC(C)C1 (stereo unspecified),5,-3,5,-1,-1,13,-2
CCCNC(=O)N1[C@H](CO)[C@H](c2ccc(C3=CCCC3)cc2)[C@@H]1CN(C)C(C)=O,-6,·,-8,-7,4,-11,·
Cc1ccccc1[C@@]1(C)ON(c2ccccc2C(F)(F)F)C1=O,6,·,-16,·,?,14,-2
Oc1cccc2c(-c3nn[nH]n3)ccnc12,-3,·,-6,68*,13,18,9
Cc1cc(C)c2c(c1)C(=O)/C(=C/c1ccc(C(=O)O)cc1)CC2,-37,·,3,-4,-28,-2,9
CC1CC(=O)N(C)c2ccc([N+](=O)[O-])cc2N1 (stereo unspecified),·,·,·,-2,-9,18,·
COc1cccc(C(O)c2cnc(C(C)C)n2C)c1OC (stereo unspecified),-2,-2,8,-1,·,-6,-1
Cc1ccc(S(=O)(=O)N2CCN(C(=O)COC(=O)/C=C/c3ccccc3[N+](=O)[O-])CC2)c(C)c1,6,-1,2,-16,16,-14,4
O=C(NNC(=O)c1ccccc1Cl)c1ccc2c(c1)OCCO2,-80,0,-2,-1,-164,-31,3
CC1(C)Cc2c(cnn2-c2cccc(F)c2)C(NC(=O)CCN2CCCC2=O)C1 (stereo unspecified),-7,4,12,2,0,-2,-1
COC(=O)c1cc2n(n1)CCCNC2=O,1,-1,-6,-7,2,-2,-9
